# Source: PubChem BioAssay (several laboratories)
# Bcl-xL primary – blocks human Bcl-xL binding to Bim BH3 peptide. hit rate 0.7% among 320,000. AID 2129. inhibition, % at 10.9 µM. Q07817. GST-Bcl-xL / FITC-Bim BH3 peptide fluorescence polarization;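 active means inhibition above the mean of all tested compounds plus 3 SD, cutoff set per campaign, cut at about 30% in these data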;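 further: 0% = DMSO wells and 100% = unlabeled Bim-BH3 peptide competitor; inhibitors lower millipolarization by displacing the labeled peptide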
# CR mimetic SO – lowers age-related superoxide in aged yeast cells; hit rate 0.18% among 330,000; superoxide response (% of plate mean), % at 10 µM; S. cerevisiae aged cells, superoxide DHE fluorescence; hits give low values; AID 2690;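 active means superoxide response under a set limit, about three screen SD below normal, cut at about 65% in these data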;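 further: yeast aged for seven days with compound at 30 °C before DHE staining; 100% = average MFI of all compound-treated wells on the plate with controls excluded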
# EBNA-1 inhibitor – blocks EBNA-1 binding to DNA; EBNA-1 DNA binding, fluorescence polarization; inhibition, % at 14.8 µM; hit rate 0.34% among 300,000; AID 1950; in the data active means inhibition above about 28%
# MCL1-BIM inh – inhibitors of human MCL1 binding to BIM-BH3 peptide. Q07820. GST-MCL1 / FITC-Bim-BH3 fluorescence polarization. inhibition, % at 10.9 µM. hit rate 0.68% among 320,000. AID 2057;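 active means inhibition above the mean inhibition of all tested compounds plus 3 SD, set per campaign, cut at about 40% in these data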;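 further: 0% = DMSO wells and 100% = unlabeled Bim-BH3 peptide control; higher means more loss of mP so more displacement of Bim peptide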
# GLD-1 RNA inh – GLD-1-TGE RNA interaction inhibition (C. elegans). Q17339. purified GLD-1 + fluorescein TGE RNA, fluorescence polarization. inhibition, % at 5.96 µM. hit rate 0.44% among 320,000. AID 2280;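 active means percent inhibition above a per-plate cutoff, the plate mean of test compounds plus 3 SD, cut at about 30% in these data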;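 further: 0% = DMSO wells with GLD-1 and probe and 100% = wells lacking GLD-1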
# Fam108B inh – counter-screen for RBBP9 inhibitors: inhibitors of mouse Fam108B; recombinant Fam108B, FP-Rh probe fluorescence polarization; inhibition, % at 9.51 µM; hit rate 0.33% among 300,000; AID 1947;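 active means inhibition above the screen mean inhibition plus 3 SD, computed separately per campaign, cut at about 18% in these data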;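 further: inhibitors lower polarization as less probe binds the enzyme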
# MEX-5 binding – C. elegans MEX-5 TCR-2 RNA binding activity | Q9XUB2 | MEX-5/FITC-TCR2 RNA binding, fluorescence polarization; hits give low values | activity score (negative = inhibition of binding), % at 10 µM | hit rate 0.38% among 300,000 | AID 1832;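 active means inhibition past about -25% in most replicates, and total fluorescence under double the plate's negative control median, limit read from the data; inconclusive means replicates evenly split on the limit, or fluorescence at least double controls; inactive means too little inhibition in most replicates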;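 further: 0% = DMSO and -100% = 5 µM competing unlabeled TCR2 RNA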
# ZTA DNA inh – blocks Epstein-Barr virus ZTA, an EBNA-1 counter-screen; P03206; ZTA-DNA binding, fluorescence polarization; inhibition, % at 11 µM; hit rate 0.15% among 320,000; AID 2234; in the data active means inhibition above about 33%
# Efflux pump inh – antifungal efflux pump inhibition, Nile Red retention; S. cerevisiae Candida pump triplex; inhibition, % at 10 µM; hit rate 0.44% among 330,000;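 active means plate passing quality check with inhibition over a set limit, or well fluorescence over plate mean plus 4 SD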;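 further: Nile Red retained in pooled yeast measured as flow cytometry median fluorescence; 0% = buffer negative control and 100% = Enniatin B positive control; higher means more Nile Red kept so more efflux inhibition; some compounds called inactive have numbers as strong as hits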
# The depositor's hits bear a star; ? = inconclusive; . = not tested or not shown.
SMILES,Bcl-xL primary,CR mimetic SO,EBNA-1 inhibitor,MCL1-BIM inh,GLD-1 RNA inh,Fam108B inh,MEX-5 binding,ZTA DNA inh,Efflux pump inh
CC(C)C(C)(C#N)NC(=O)CSc1nncn1-c1ccccc1 (stereo not drawn),-4,98,-3,0,-8,-4,1.7,0,0.0
O=S1(=O)CC(O)C(N2CCC(c3ccccc3)CC2)C1 (stereo not drawn),-2,86,7,-3,3,3,-3.2,-3,0.0
CCOc1ccccc1N/C=C(\C#N)c1nc2ccccc2n1C,6,90,1,17,0,9,1.0,-8,-0.4
O=C(COC(=O)c1ccc(S(=O)(=O)NCc2ccco2)cc1)Nc1ccccc1OC(F)F,2,97,4,4,5,-4,0.6,1,-0.2
CNCCC(Oc1ccccc1OC)c1ccccc1 (stereo not drawn),3,101,-6,10,0,1,0.1,-4,0.0
Cc1cccc(NC(=O)c2sc3nc(N4CCOCC4)c4c(c3c2N)CCCC4)c1,1,115,-7,5,3,5,0.9,-11,0.2
CC1(C)C2CC[C@]3(C)C(CC=C4[C@@H]5C[C@@](C)(CO)[C@@H]6C[C@@]5(CC[C@]43C)C(=O)O6)[C@@]2(C)CC[C@@H]1O (stereo partly drawn),3,83,3,2,14,-2,-1.5,-1,-0.1
CCOc1ccc2c(c1)nc(SCC(=O)c1cccs1)n2C,-7,105,-10,-4,-7,-2,-1.9,3,0.0
C=CCn1c(=O)c2ccccc2n2c(SCc3nnc(-c4ccccc4Br)o3)nnc12,1,107,3,4,6,0,-3.0,16,-0.1
O=C(NC(=S)Nc1ccc(S(=O)(=O)Nc2nccs2)cc1)c1ccccc1,5,101,-3,6,-3,6,-1.8,4,-0.1
O=C(COc1ccc(S(=O)(=O)NCc2ccccc2)cc1Cl)NCc1ccncc1,2,92,-16,10,2,1,1.1,3,0.0
C/C(=N\Nc1cc(N2CCCCC2)nc(C)n1)c1ccc(Br)cc1,3,97,4,-3,10,0,1.1,-10,0.1
CCOCCCNC(=O)c1cn(CC)c2ccc(S(=O)(=O)N3CCOCC3)cc2c1=O,7,87,-3,7,0,3,-3.6,-3,-0.2
CCc1cccc2c(-c3csc(=NC)n3C)c[nH]c12,1,95,0,2,-2,-1,1.1,-1,0.1
CCOC(=O)Cn1cnc(-c2ccc([N+](=O)[O-])cc2)c1,3,91,5,1,-3,-9,-0.9,0,-0.1
NCCCC[C@H](N)c1nnc([C@H](CC(=O)O)NC(=O)C2CCNCC2)o1,-7,101,-5,-10,-6,-1,2.2,-18,0.1
CCCN(CCC)S(=O)(=O)c1ccc(NS(C)(=O)=O)cc1,-2,102,-9,-6,-8,1,-2.3,-13,0.1
COc1cc(CNC2CCCC2)cc(OC)c1OC,-2,120,-3,2,2,-4,1.7,-9,0.3
O=C1c2ccccc2C(Nc2ccc(S(=O)(=O)N3CCOCC3)cc2)N1c1ccccn1 (stereo not drawn),4,89,-7,7,0,-2,-1.1,-1,0.0
Cn1cnc(S(=O)(=O)Nc2ccc(Cl)c(C(F)(F)F)c2)c1,1,103,-3,3,7,2,1.9,-16,-0.1
CCOC(=O)NC(C)N1C(=O)C2C3C=CC(C3)C2C1=O (stereo not drawn),2,99,-4,3,3,-3,1.3,6,0.1
Cc1c(Cl)cccc1NC(=S)N1CCN(Cc2ccccc2)CC1,5,108,-16,6,-2,-1,0.9,-10,0.1
Cc1cc(N2C(=O)C3CCC(c4ccccc4)CC3C2=O)no1 (stereo not drawn),12,95,0,8,2,-1,0.8,3,0.1
CCOc1ccc2nc(S(N)(=O)=O)sc2c1,6,105,-12,9,10,-6,-1.4,10,-0.1
O=C(Nc1ccon1)c1cc2ccccc2oc1=O,-3,100,-4,-3,-1,2,-7.0,2,-0.1
CN(C(=O)Nc1cnccc1C(F)(F)F)C1CCCCC1,-4,96,-11,-2,1,-3,0.1,-14,0.5
CC(=O)N(C)c1ccc(NS(=O)(=O)Cc2ccccc2)cc1,2,87,11,2,2,1,0.5,-4,0.0
CCCc1cc(=O)oc2cc(C)cc(OC(C)C(=O)NCc3ccccn3)c12 (stereo not drawn),4,98,-4,5,4,2,-0.8,-1,-0.3
Cc1c(O)c2c3c(cccc3c1O)C(=O)N(c1ccccc1)C2=O,91*,118,3,98*,82*,-3,?,13,0.0
OCCCNc1c2ccccc2nc2ccccc12,9,105,9,16,5,-4,-4.3,-2,0.1
Cc1ccnc(NC(=O)c2ccc(Cl)c(NC(=O)c3ccccc3C)c2)c1,3,102,2,15,1,0,-1.5,-9,0.0
CCOC(=O)c1cnc2ccc(OCC)cc2c1NCCN1CCOCC1,4,106,-1,0,-11,3,0.4,-4,-0.1
O=C1N=NC2=C1c1c3ccccc3c(O)n1CC2,6,154,-4,6,-3,3,-3.7,-2,0.1
CCc1nnc(NC(=O)CSc2nnc(Cc3cccn3C)n2C)s1,6,95,6,1,1,-2,1.0,-7,0.0
Cc1nc(-c2ccccc2O)n(-c2ccccc2)n1,2,94,8,0,7,-3,0.5,19,-0.1
CCn1c(CSc2nnc(-c3ccncc3)n2C)nc2cc(C(=O)O)ccc21,12,100,30*,15,18,29*,-5.9,43*,0.2
CCc1ccccc1NC(=S)N(CCN(C)C)C(C)c1ccccn1 (stereo not drawn),-3,140,9,2,1,3,2.3,20,0.0
N#CC(Sc1ccccn1)c1ccc(Cl)cc1Cl (stereo not drawn),0,87,2,-5,-1,-2,0.5,11,0.1
COc1ccccc1/C=C/C(=O)Nc1ccc2c(c1)OCCO2,1,99,16,-1,4,2,2.2,11,0.0
COc1cc2c(cc1OC)C(c1ccccc1C(F)(F)F)CC(=O)N2 (stereo not drawn),3,100,6,4,-3,1,-0.1,0,0.0
CCN(CC)S(=O)(=O)c1ccc(-c2cn3ccc(C)cc3n2)cc1,5,100,5,-4,9,-2,0.0,2,-0.1
Cc1ccccc1N1C(=O)CSC1=C(C#N)C#N,3,91,-10,-3,-7,-7,-0.7,4,0.1
CCN(CC)S(=O)(=O)c1cccc(C(=O)NCC2CCCO2)c1 (stereo not drawn),-4,93,-6,-8,-3,0,0.6,-9,-0.1
Cc1ccc(C(=O)N[C@H](C(=O)NC2CCCCCCC2)C(C)C)cc1,2,85,.,-4,-4,.,.,-1,-0.2
CC1(NC(=O)N2CCOCC2)CCS(=O)(=O)C1 (stereo not drawn),2,94,2,2,-5,7,4.5,-1,-0.1

# Record cards, from the list above. Screens in order: Bcl-xL primary	CR mimetic SO	EBNA-1 inhibitor	MCL1-BIM inh	GLD-1 RNA inh	Fam108B inh	MEX-5 binding	ZTA DNA inh	Efflux pump inh
# `CCc1nnc(NC(=O)CSc2nnc(Cc3cccn3C)n2C)s1` is entered as 6	95	6	1	1	-2	1.0	-7	0.0
# `CCn1c(CSc2nnc(-c3ccncc3)n2C)nc2cc(C(=O)O)ccc21` is entered as 12	100	30*	15	18	29*	-5.9	43*	0.2
# `O=C1N=NC2=C1c1c3ccccc3c(O)n1CC2` is entered as 6	154	-4	6	-3	3	-3.7	-2	0.1

# (cont.)
SMILES,Bcl-xL primary,CR mimetic SO,EBNA-1 inhibitor,MCL1-BIM inh,GLD-1 RNA inh,Fam108B inh,MEX-5 binding,ZTA DNA inh,Efflux pump inh
CCOC(=O)c1ccccc1Oc1c(F)c(F)nc(NCCO)c1F,8,94,11,3,6,2,0.7,-2,0.0
COCCNC(=O)NC1(C(F)(F)F)Oc2ccc(Cl)cc2O1 (stereo not drawn),14,101,9,26,4,2,-1.0,-3,0.1
COc1ccc(Cl)cc1S(=O)(=O)NCc1cccs1,4,103,10,2,6,2,.,-12,0.0
NC(=O)Cn1nc([N+](=O)[O-])nc1Oc1ccccc1C(=O)N1CCOCC1,4,114,-2,6,-1,2,0.7,-5,-0.1
O=C(NC1CCSc2ccccc21)c1cccc([N+](=O)[O-])c1 (stereo not drawn),6,115,-5,4,4,-4,5.4,-22,0.1
Cc1cc(C)cc(NC(=O)COC(=O)CCC2CCCC2)c1,-5,102,.,-6,-1,.,.,24,0.2
CCOC(=O)c1sc(NC(=O)c2cccnc2)c(C#N)c1C,6,94,7,0,3,7,-0.6,14,-0.1
COc1ccc(S(=O)(=O)NC2CCCCC2)cc1C(=O)N1CCCCC1,3,99,5,-3,6,-3,2.1,-8,0.1
CCOC(=O)c1c(P(=O)(N2CCOCC2)N2CCOCC2)noc1N,3,81,-6,-4,-3,1,2.6,3,0.0
COc1ccc(S(=O)(=O)Nc2cccc(-n3cnnn3)c2)cc1OC,-10,105,-15,-17,-5,-4,-1.9,-14,0.9
CCOc1ccc(C(=O)Nc2c3c(nn2-c2cccc(Cl)c2)CS(=O)C3)cc1 (stereo not drawn),3,95,1,6,5,-1,-1.8,11,-0.1
O=C(NCCN1CCOCC1)C1CCC(CNS(=O)(=O)c2ccc(Cl)cc2)CC1 (stereo not drawn),7,113,-1,4,-2,1,-0.7,-1,-0.1
CSc1nsc(/C=C/Nc2ccc(Cl)cc2)c1C#N,-13,100,-6,-13,-2,13,0.2,4,0.1
COC(=O)CCC(=O)OC1(C)C(=O)C=C2C=C(C3CC3)N(C3CC3)C=C2C1=O (stereo not drawn),22,100,6,29,16,1,-2.1,-2,0.1
C=CCNC(=S)Nc1sc2c(c1C(=O)OCC)CC(C(C)C)OC2 (stereo not drawn),-2,84,-1,0,6,-3,0.2,-4,-0.1
O=C1CC(C(=O)Nc2ncccn2)C(c2ccccc2)O1 (stereo not drawn),1,143,0,5,11,-1,0.9,-5,0.1
CCOC(=O)Cc1csc(NC(=O)COc2ccccc2OC)n1,2,117,-12,3,4,-1,0.2,10,0.2
O=c1[nH]c(=O)n(Cc2ccco2)c2c1C(C(F)(F)F)(C(F)(F)F)N=C(c1ccco1)N2,4,102,-3,0,4,0,.,-5,0.0
Cc1ccc(-c2noc(C3CCCN(S(=O)(=O)c4ccc5ccccc5c4)C3)n2)o1 (stereo not drawn),-4,110,-1,-8,-12,-4,4.9,14,0.2
O=C1c2ccccc2C(=O)N1CCOc1ccc(F)cc1,0,96,-3,-1,-1,4,2.0,6,0.0
COc1ccc2cc(C(=O)C3CCCN(Cc4cnc(C)s4)C3)ccc2c1 (stereo not drawn),3,100,-6,0,2,-2,2.4,10,-0.1
Cc1cc(=O)oc2cc(NC(=S)NNC(=O)c3c(Cl)cnn3C)ccc12,1,101,3,3,-2,2,-1.0,-2,0.0
c1ccc(CNc2nc(-c3ccccc3)nc3ccccc23)cc1,2,85,-7,-4,1,-13,1.4,-12,0.0
CN(C)/C=C(\C#N)C(=O)c1cccc(Oc2ccc(Br)cc2)c1,6,108,-6,-2,3,-1,2.0,0,0.1
CN(CC(=O)Nc1ccccc1Cl)C(=O)CCc1nc2ccccc2c(=O)[nH]1,31*,87,5,31,25,-3,-11,6,0.0
COCC(=O)Nc1cc(C)cn(Cc2c(F)cccc2Cl)c1=O,6,107,-8,7,3,0,0.0,1,-0.1
COc1ccc([N+](=O)[O-])cc1NC(=O)C1C2C=CC(C2)C1C(=O)O (stereo not drawn),16,78,5,10,12,19*,-0.8,10,-0.1
Cn1cc(/C=C2\SC(=S)N(N3CCOCC3)C2=O)c2ccccc21,7,99,-3,4,-1,-5,0.1,-9,0.4
CCOc1ccc(CCNS(=O)(=O)c2cnc[nH]2)cc1OCC,3,111,8,5,-2,-1,0.1,0,-0.1
CCOC(=O)c1c(NC(=O)CSc2nnc(-c3cccnc3)o2)sc(C)c1C,-2,99,5,-3,-1,-1,-1.6,3,-0.1

# Outcome played no part in choosing rows, and some 2.3% of all compounds hit somewhere here.
